RGS12 GoLoco inh: qHTS Assay for Inhibitors of RGS12 GoLoco Motif Activity (Red Fluorophore). Gai1:RGS12 GoLoco peptide FP, rhodamine, 10 min. Potency, µM (top dose mostly 61.6 µM), for the others: top-dose activity, negative = inhibition, most hits filed as inhibitors. 230,000 compounds, 0.44% hits. AID 880, 2007; active = well fitted inhibition curve with a large enough effect, not every such curve was filed as active; inactive = no such curve, though single readings can be large or run the other way; also: % is scaled to controls: 0 for no effect and ±100 for the full control effect; nearly all actives have a fitted effect of over 30% in size; many of its hits are not listed in these tables
Target sequence (P63096 whole entry, looked up): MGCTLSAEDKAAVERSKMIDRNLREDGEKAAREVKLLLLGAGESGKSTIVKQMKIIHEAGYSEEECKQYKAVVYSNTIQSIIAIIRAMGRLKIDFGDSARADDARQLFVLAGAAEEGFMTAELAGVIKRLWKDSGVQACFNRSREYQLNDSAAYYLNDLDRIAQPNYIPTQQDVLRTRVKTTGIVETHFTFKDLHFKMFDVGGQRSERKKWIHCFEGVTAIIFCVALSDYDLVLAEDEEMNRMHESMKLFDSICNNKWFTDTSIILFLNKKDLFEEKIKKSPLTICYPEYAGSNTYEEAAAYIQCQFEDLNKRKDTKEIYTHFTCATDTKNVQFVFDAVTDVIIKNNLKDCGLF
GAA spleen mod: qHTS Assay for Inhibitors and Activators of Human alpha-Glucosidase From Spleen Homogenate; Lysosomal alpha-glucosidase (Homo sapiens), P10253; human spleen homogenate, 4-MU-alpha-glucoside fluorescence; Potency, µM (top dose mostly 79.9 µM), inactives show at the highest dose activity change, negative = inhibition, usual class: inhibitors; 240,000 compounds, 0.006% hits; AID 2112, 2009;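 also: 0% = enzyme with vehicle and -100% = no enzyme basal signal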
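Human spleen homogenate (1 ug) incubated with compounds and 1 mM 4-methylumbelliferyl-alpha-D-glucopyranoside in pH 5.0 citrate/phosphate buffer, 37 C, 40 min. Stopped at pH 10; 4-MU fluorescence (Ex 365/Em 440 nm); AC50 by Hill fit.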
IMPase Li inh: qHTS Assay for Identifying the Cell-Membrane Permeable IMPase Inhibitors: Potentiation with Lithium; 210,000 compounds, 0.35% hits; Potency, µM (doses to about 59.4 µM), for inactives: at the top dose activity, negative = IMPase inhibition, hits mostly inhibitors; CHO-M1 cells, IP1 TR-FRET (IP-One), carbachol + lithium;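 also: IP1 builds up when IMPase is blocked and the TR-FRET signal falls; plate controls were basal vehicle for no effect and high inhibitor control for full effect; nearly all actives have a fitted effect of over 50% in size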
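Concentration–response in CHO-M1 cells, lithium-potentiated; 30 min at 37C. IP1 detected by competitive TR-FRET after 10 min lysis at RT. Hill-fitted AC50.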
GAA inh: qHTS Assay for Inhibitors of Human alpha-Glucosidase as a Potential Chaperone Treatment of Pompe Disease; 200,000 compounds, 0.005% hits; Potency, µM (doses to about 76.9 µM), without a hit: at the highest dose activity change, negative = inhibition, most hits filed as inhibitors; purified human GAA, 4-MU-alpha-glucoside fluorescence; AID 1466, 2008; Lysosomal alpha-glucosidase (Homo sapiens), P10253;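 also: plate controls were uninhibited enzyme wells for no effect and no-enzyme background for full effect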
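Endpoint fluorogenic read: 20 min room-temperature reaction of 4 nM human alpha-glucosidase with 400 uM 4-methylumbelliferyl-alpha-D-pyranoside, pH 5.0, quenched with 1M NaOH/1M glycine pH 10. AC50 from Hill modeling.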
HTT cytoprotect: qHTS Multiplex Assay to Identify Dual Action Probes in a Cell Model of Huntington: Cytoprotection (ATP). PC12 HTT-Q103 induced, cytoprotection, ATP luminescence, 40 h. Potency, µM (titrated, usually from 56.4 µM), without a hit: cytoprotection (ATP increase), usual class: activators. 230,000 compounds, 0.14% hits;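 also: % of control where 0% means no effect; nearly all actives have a fitted effect of over 45% in size; toxic huntingtin expression switched on by the ecdysone agonist tebufenozide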
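Compounds were screened for protection of PC12 cells against cell death after tebufenozide induction (100 nM final) of mutant Huntingtin exon 1 (Q103) fused to GFP.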
HttQ103 aggreg: qHTS Multiplex Assay to Identify Dual Action Probes in a Cell Model of Huntington: Aggregate Formation (GFP); PC12 HttQ103-GFP aggregates, Acumen cytometry, 40 h; Potency, µM (top dose mostly 46.1 µM), without a hit: at the highest dose activity change, negative = inhibition, most hits filed as inhibitors; 220,000 compounds, 1.1% hits; AID 1688, 2009; also: % is scaled to controls: 0 for no effect and ±100 for the full control effect; nearly all actives have a fitted effect of over 60% in size
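Read-out: GFP aggregate count by laser scanning cytometer (488 nm excitation, 500-530 nm emission, 1–25 µm objects >6 SD above background). Cells: PC12, inducible HTTex1-Q103-GFP, 100 nM tebufenozide; compounds titrated.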
GAA glycogen: qHTS Assay for Inhibitors and Activators of Human alpha-Glucosidase Cleavage of Glycogen | AID 2100, 2009 | recombinant GAA, glycogen substrate, Amplex Red glucose oxidase fluorescence | Lysosomal alpha-glucosidase (Homo sapiens), P10253 | Potency, µM (doses to about 76.4 µM), for the others: at the highest dose activity change, negative = inhibition, hits mostly inhibitors | 300,000 compounds, 0.38% hits;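 also: 0% = full enzyme reaction and -100% = no-enzyme basal signal; the screen sought inhibitors and activators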
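Natural-substrate format: glycogen cleavage by 4 nM human enzyme, glucose read by Amplex Red coupling (Ex 573, Em 610 nm). Normalized to enzyme and no-enzyme controls.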
The depositor's hits bear a star; u = inconclusive; x = not tested or not shown; [ ] = dose if it differs, or a comment. Unless noted, calls follow the shape of the dose curve; as a rule, active = well fitted curve in the direction sought with a large enough effect; inconclusive = small, poorly fitted or top-dose-only effect, or another doubt; inactive = no such curve, though single readings can be large; an effect the other way counts as inactive or inconclusive. Potency is read from the fitted curve at half-maximal effect. An excerpt. The share of hits here may be higher or lower than overall.

SMILES	RGS12 GoLoco inh	GAA spleen mod	IMPase Li inh	GAA inh	HTT cytoprotect	HttQ103 aggreg	GAA glycogen
O=C(Nc1ccc(F)cc1)N1CCn2c(nc3ccccc32)C1	-2%	-23%	-7%	4%	-28%[0.074 µM]	-9%	5%
COc1ccc(-n2cnc3cc(NS(=O)(=O)c4ccccc4)ccc32)cc1	-7%	3%	16%	-2%	14%[10 µM]	u	-13%
CC1CCN(S(=O)(=O)c2cn(CC(=O)N3CC(C)CC(C)C3)c(=O)c3ccccc23)CC1 (stereo not drawn)	-3%	-11%	4%	-6%	x	-9%	-1%
C#CCOCCOCCOCCNc1nc(N2CCN(C(=O)[C@H]([C@@H](C)CC)n3cc([C@@H](N)Cc4ccc(O)cc4)nn3)CC2)nc(N2CCN(C(=O)[C@H](CCCCN)n3cc([C@@H](N)CC(C)C)nn3)CC2)n1	5%	7%	6%	x	22%[10 µM]	21%[9.22 µM]	-2%
COc1ccc(NC(=S)Nc2cccc(Cl)c2Cl)cc1OC	10%	2%	-3%	-7%	x	7%	u
CCCOc1ccc(C(=O)N2CCN(c3ccc(NC(=O)CC)cc3Cl)CC2)cc1	18%	-6%	36%[activator][38.3 µM]	u	10%	u	-10%
C=C1SC(Nc2c(C)cc(C)cc2C)=NC12CCCCC2	2%	0%	x	x	-21%[10 µM]	-24%[9.22 µM]	-3%
C/C(=N\NC(=O)c1cc(-c2ccccn2)nc2ccccc12)c1cccc([N+](=O)[O-])c1	6%	-6%	3%	0%	u	-6%	-3%
Clc1ccc(CNC2CCCC2)c(Cl)c1	2%	1%	23%[38.3 µM]	3%	13%	0%	8%
O=C(Nc1ccccc1Cl)C1CC(=O)n2c(nc3ccccc32)N1 (stereo not drawn)	1%	3%	6%	3%	-22%	11%	1%
COc1ccc(N2CCN(C(=O)COCC(=O)O)CC2)cc1	13%	3%	1%	-2%	-15%	19%	-4%
O=C1CC(N2CCN(c3cccc(C(F)(F)F)c3)CC2)C(=O)N1c1ccc(F)cc1 (stereo not drawn)	-14%	-6%	0%[38.3 µM]	-4%	-17%	9%	-5%
Cc1c(-c2cc(C(=O)O)no2)cnn1C	-6%	1%	5%	6%	-26%[10 µM]	-24%[9.22 µM]	3%
Cc1cc(N2CCOCC2)nc2cc(O)ccc12	0%	-8%	0%	u	-15%[10 µM]	-1%	-2%
CCOc1ccc(N=CC2=C(O)CC(C)(C)CC2=O)cc1	-7%	-3%	-5%[38.3 µM]	-1%	-5%	-2%	0%

Reprinted from the part before: two entries, then new ones.
SMILES	RGS12 GoLoco inh	GAA spleen mod	IMPase Li inh	GAA inh	HTT cytoprotect	HttQ103 aggreg	GAA glycogen
Cc1cc(N2CCOCC2)nc2cc(O)ccc12	0%	-8%	0%	u	-15%[10 µM]	-1%	-2%
CCOc1ccc(N=CC2=C(O)CC(C)(C)CC2=O)cc1	-7%	-3%	-5%[38.3 µM]	-1%	-5%	-2%	0%
CC(C)Cc1nnc(NC(=O)CC(=O)Nc2ccccc2C(=O)O)s1	4%	-7%	18%[38.3 µM]	-1%	-6%	5%	5%
Cc1cccc(NC(=O)Nc2ccc([N+](=O)[O-])cc2)n1	8%	-4%	-3%	9%	-37%[inhibitor]	7%	5%
COc1cc(C(=O)Nc2cccc(-c3nc4cc(C)ccc4o3)c2C)cc(OC)c1OC	3%	-4%	-16%[38.3 µM]	-4%	-25%	-21%	4%
Cc1ccc(C)c(SCC(=O)OCC(=O)N2CC(C)OC(C)C2)c1 (stereo not drawn)	8%	9%	5%	0%	9%[10 µM]	32%	-1%
CCOc1ccc(/C(O)=C2/C(=O)C(=O)N(CCN(CC)CC)C2c2cccs2)cc1 (stereo not drawn)	18%	-7%	x	x	-10%[10 µM]	3%[9.22 µM]	-4%
COc1ccc(N2C(=O)c3ccc(NC(C)=O)cc3C2=O)cc1	9%	2%	12%[38.3 µM]	-4%	-15%	-9%[9.22 µM]	-12%
CN(c1ccccc1)S(=O)(=O)c1ccc(C(=O)OCC(=O)NCc2ccco2)cc1	1%	2%	1%[38.3 µM]	-4%	-18%[10 µM]	4%[9.22 µM]	1%
Cc1ccc(C(=O)NC2CCCCNC2=O)cc1C (stereo not drawn)	4%	-5%	x	x	19%[10 µM]	4%[9.22 µM]	4%
CC(C)OCCCNC(=O)C1CCN(S(=O)(=O)N2CCCCC2)CC1	2%	-5%	-6%[38.3 µM]	-4%	-13%	7%	7%
Cc1nn(-c2ccccc2)c2sc(C(=O)NC3CC3)cc12	0%	2%	13%[38.3 µM]	-8%	-29%	u	18%
CC(=O)Oc1ccc(C)cc1N1C(=O)c2ccc(C(=O)O)cc2C1=O	3%	0%	-5%[38.3 µM]	-2%	-3%	16%	-17%
CC1SCC(NC(=O)c2cccc(Cl)c2)CS1 (stereo not drawn)	29%	-3%	x	x	2%[10 µM]	0%[9.22 µM]	6%
C#CCN1C(=O)S/C(=C\c2ccc(N3CCOCC3)cc2C)C1=O	7%	3%	4%	u	7%[10 µM]	-2%[9.22 µM]	-8%
COc1cc(NC(=O)c2cc(CC(C)C)on2)c(OC)cc1Cl	6%	5%	43%[activator][38.3 µM]	-9%	-9%	-2%	5%
COc1ccc(NC(=O)CCC(=O)OCC(=O)c2ccc(Oc3ccc([N+](=O)[O-])cc3)cc2)cc1	-1%	0%	-3%	-2%	-13%[10 µM]	-6%	6%

Arranged by the number under GAA spleen mod (descending): some entries from above
compound,GAA spleen mod
Cc1ccc(C)c(SCC(=O)OCC(=O)N2CC(C)OC(C)C2)c1 (stereo not drawn),9%
C#CCN1C(=O)S/C(=C\c2ccc(N3CCOCC3)cc2C)C1=O,3%
Cc1nn(-c2ccccc2)c2sc(C(=O)NC3CC3)cc12,2%
COc1cc(C(=O)Nc2cccc(-c3nc4cc(C)ccc4o3)c2C)cc(OC)c1OC,-4%

(cont.)
SMILES	RGS12 GoLoco inh	GAA spleen mod	IMPase Li inh	GAA inh	HTT cytoprotect	HttQ103 aggreg	GAA glycogen
Cc1c(NS(=O)(=O)c2cccc(C(=O)OCC(=O)N(C)C3CCCCC3)c2)c(=O)n(-c2ccccc2)n1C	10%	-10%	-1%	u	x	20%	-9%
O=C(CCC(=O)OCC(=O)c1ccc(C(F)(F)F)cc1)OCC(=O)c1ccc(C(F)(F)F)cc1	11%	-2%	x	x	0%[10 µM]	7%[9.22 µM]	2%
CCCOC(=O)c1c(NC(=O)c2cnn3c2NC(c2ccccc2)CC3C(F)(F)F)sc2c1CCCC2 (stereo not drawn)	5%	2%	-8%	4%	-3%[10 µM]	2%	-1%
C=CCn1c(Br)nc2c1c(=O)n(C)c(=O)n2C	11%	0%	2%[38.3 µM]	-15%	-16%[10 µM]	20%	9%
COCC(=O)Nc1nc2n(n1)C(c1ccccc1Cl)CC(c1ccc(OC)cc1)N2 (stereo not drawn)	2%	-6%	26%[38.3 µM]	3%	-1%	-10%	3%
CCOC(=O)CNC(=O)C(CC(N)=O)NC(=O)OC(C)(C)C (stereo not drawn)	0%	-4%	x	-6%	-6%[10 µM]	-8%[9.22 µM]	4%
C/C(=N\Nc1ccc(C(=O)O)cc1)c1ccc(-n2ccnc2)cc1	7%	3%	8%	0%	-26%	u	u
CNC(=O)C1CC(=O)N(Cc2ccc3c(c2)OCO3)C(=Nc2ccc(F)cc2)S1 (stereo not drawn)	-6%	-6%	3%[38.3 µM]	-2%	4%[10 µM]	-14%[9.22 µM]	11%
CSc1nnc2c(n1)c(C)nn2-c1ccc(C)cc1	-17%	-4%	-8%	6%	-2%[10 µM]	-6%	1%
CC(=O)N1CC[n+]2c(-c3ccc(Cl)cc3)csc21	-8%	-9%	7%	-3%	x	29%	-13%
Cc1ccc(CN2CCN(/N=C/c3ccc(C(F)(F)F)cc3)CC2)c(C)c1	-1%	-2%	-6%	-2%	x	2%	5%
Cc1ccc(CNC(=O)Cn2c(=O)c3sccc3n(Cc3ccc([N+](=O)[O-])cc3)c2=O)cc1	-6%	-4%	2%	3%	25%[10 µM]	-16%	17%
Nc1nc2n[nH]nc2c(=O)[nH]1	-7%[21.6 µM]	-3%[29.1 µM]	-6%	x	-22%[40.3 µM]	x	x
Cc1cccc(NC(=O)C2CCCN2C(=O)Oc2ccccc2)c1C (stereo not drawn)	-6%	6%	3%	-5%	11%[10 µM]	11%	10%
Cc1ccc(-c2cc(C(F)F)n3ncc(C(=O)N4CCN(c5cccc(C)c5C)CC4)c3n2)cc1	-6%	-2%	-1%[38.3 µM]	-6%	-41%[inhibitor]	u	-3%
CCOc1ccc(NC(=O)CNc2ccc(C)cc2Cl)cc1	-14%	-1%	23%[38.3 µM]	-4%	-11%	-2%	-15%
N#CC1=C(N)Oc2c(ccc3ccccc23)C1c1ccsc1 (stereo not drawn)	15%	-12%	11%[38.3 µM]	u	-106%[inhibitor]	23%	u
NC(=S)SCCC(=O)O	0%[14.2 µM]	x	1%	x	4%[10 µM]	x	x
O=C(Cc1ccc(-c2ccccc2)cc1)NC(c1ccccc1)c1ccccc1	11%	1%	7%	-5%	9%[10 µM]	-10%	16%
CC(C)NC(=O)N(Cc1ccccc1)Cc1cccs1	1%	1%	x	-6%	13%[10 µM]	-1%[9.22 µM]	9%
Cc1ccc(NC(=O)CC2Oc3ccccc3NC2=O)c(C)c1 (stereo not drawn)	1%	-2%	-6%[38.3 µM]	-20%	0%	2%	10%
Cc1ccc(NC(=O)c2ocnc2C)cc1Cl	18%	4%	-7%[38.3 µM]	-7%	-4%	-6%	1%
CCCCN(C)CCn1c(=S)[nH]c2ncccc2c1=O	10%	-7%	-4%[38.3 µM]	-3%	17%	4%	12%
Cc1ccc(-c2nnc(OCCN3CCOCC3)c3ccccc23)cc1	5%	-22%	1%[38.3 µM]	-12%	1%	-10%[9.22 µM]	8%
CSc1cccc(NC(=O)CSc2ccc(Cl)cc2)c1	-5%	-2%	6%[38.3 µM]	-7%	-11%	4%	-4%
CCCc1ccc(OCc2ccc(C(=O)N/N=C/c3cccc([N+](=O)[O-])c3)o2)c(OC)c1	5%	6%	14%[38.3 µM]	-1%	-51%[inhibitor]	23%	-4%
